Compound activity: PubChem BioAssay, ICCB-Longwood Screening Facility, Harvard Medical School
Polio RdRp inh = poliovirus RNA polymerase inhibition; P03300; poliovirus polymerase elongation, fluorescence polarization; active compounds read low; 150,000 compounds, 0.66% hits; AID 588519; % elongation, % (compound at 16.7 µg/mL); in the data active means % elongation below about 90%; further: some results filed as inactive read as strong as hits
Target sequence (P03300 1749-2209 limits assumed): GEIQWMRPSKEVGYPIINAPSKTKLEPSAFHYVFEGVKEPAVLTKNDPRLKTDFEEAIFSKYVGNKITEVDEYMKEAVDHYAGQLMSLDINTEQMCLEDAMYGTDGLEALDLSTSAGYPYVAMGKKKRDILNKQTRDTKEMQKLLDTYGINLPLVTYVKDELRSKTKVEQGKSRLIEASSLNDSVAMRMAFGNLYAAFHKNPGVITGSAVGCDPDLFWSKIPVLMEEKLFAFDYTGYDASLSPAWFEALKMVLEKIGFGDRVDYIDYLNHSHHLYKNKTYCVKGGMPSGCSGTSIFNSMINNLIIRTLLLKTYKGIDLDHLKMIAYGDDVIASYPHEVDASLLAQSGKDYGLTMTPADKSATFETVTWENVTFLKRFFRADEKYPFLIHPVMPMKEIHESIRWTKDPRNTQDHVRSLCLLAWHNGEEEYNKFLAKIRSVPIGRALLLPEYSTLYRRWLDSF
Polio RdRp inh FP z-score = also measured in Polio RdRp inh; calls as there; z-score; measured here: FP z-score; hits read low
* hit, by the source's call; & = joins results of further samples. This is a subset; the hit share may differ from the screen's.

SMILES	Polio RdRp inh	Polio RdRp inh FP z-score
Cc1nn(C)c(C)c1P(=S)(N(C)C)N(C)C	92.0	-1.3
Cn1c(=O)c2c(nc(SCC(=O)Nc3ccc(F)cc3F)n2Cc2ccccc2)n(C)c1=O	101.0	-0.5
N#Cc1c(SCC(=O)Nc2nccs2)nc(N2CCOCC2)c2c1CCCC2	103.0	0.3
CCCC1=Nc2cc(C(=O)N3CCC(C)CC3)ccc2Sc2ccc(C)cc21	100.0	-3.2
N#Cc1cc(C#N)c(SCC(=O)N2CC(=O)Nc3ccccc32)nc1N	118.0	1.9
CC(N)Cc1cn(Cc2ccccc2)c2ccccc12 (stereo not given)	106.0	0.8
NNC(=O)c1cc2ccccc2cc1O	101.0	0.1
CCNc1nc2c(c(=O)n(C)c(=O)n2C)n1Cc1ccc(F)cc1	101.0	-0.3
CCOC(=O)CC(NC(=O)Cn1nnc(-c2ccccc2Cl)n1)c1ccc(OC)cc1 (stereo not given)	108.0	0.6
O=C(Cn1c(N2CCCCC2)nc2ccccc21)c1ccccc1	104.0	0.4
CC1CC(O)NN=C1c1ccc2nc(COc3ccccc3O)[nH]c2c1 (stereo not given)	103.0	0.1
O=C(CCSCc1cnn(-c2ccccc2)c1-n1cccc1)NCc1ccccc1Cl	104.0	-0.7
CCCCN(C)C(=O)C1CCCN(c2ncnc3onc(-c4ccc(F)cc4)c23)C1 (stereo not given)	104.0	-0.5
CC1CCCC(C)N1C(=O)c1cc2cccnc2n(Cc2ccccc2)c1=O (stereo not given)	109.0	0.4
C=CCNC(=O)CCN1c2ccccc2Sc2ccccc21	104.0	0.1
O=C(C1Cc2ccccc2CN1C(=O)c1ccco1)N1CCc2ccccc21 (stereo not given)	108.0	0.5
COc1ccc(NC(=O)Cn2c(=O)n(-c3ccc(C)cc3)c(=O)c3c2c2cc(C)ccc2n3C)cc1	106.0	-0.4
COc1ccc2ccccc2c1C=Nc1ccccc1C#N	109.0	0.6
N/C(=N\OC(=O)c1ccc2ncsc2c1)c1ccccc1	104.0	0.6
CC1Cc2cc(S(=O)(=O)NCc3ccccc3Cl)ccc2N1C(=O)C1CCC1 (stereo not given)	99.0	-1.6

Among those listed so far, 3 have an aryl thioether with sulfur outside any ring:
SMILES	Polio RdRp inh	Polio RdRp inh FP z-score
Cn1c(=O)c2c(nc(SCC(=O)Nc3ccc(F)cc3F)n2Cc2ccccc2)n(C)c1=O	101.0	-0.5
N#Cc1c(SCC(=O)Nc2nccs2)nc(N2CCOCC2)c2c1CCCC2	103.0	0.3
N#Cc1cc(C#N)c(SCC(=O)N2CC(=O)Nc3ccccc32)nc1N	118.0	1.9

(list continues)
SMILES	Polio RdRp inh	Polio RdRp inh FP z-score
COc1ccc(OC)c(NC(=O)Cc2c(C)n(C(=O)c3ccc(Cl)cc3)c3ccc(OC)cc23)c1	109.0	0.9
C=C(CC)C(=O)c1ccc(OCC(=O)O)c(Cl)c1Cl	97.0&99.0	-0.7&-0.4
O=C(C1CCCO1)N1CCN(C/C=C/c2ccccc2)CC1 (stereo not given)	107.0	0.4
Fc1ccccc1Nc1c2c(nc3ccccc13)CCC2	107.0	-0.1
CCOc1ccc2[nH]c(=O)c(CN(CCOC)C(=O)Nc3ccccc3C)cc2c1	103.0	0.1
CC(C)N1C(=O)CCC1C(=O)N1CCN(c2ccc(F)cc2)CC1 (stereo not given)	101.0	0.1
O=C(CCCC(=O)N1CCCc2ccccc21)N1CCCc2ccccc21	99.0	-0.4
O=C(Oc1ccccc1N(C(=O)c1ccccc1)S(=O)(=O)c1ccccc1)c1ccccc1	104.0	0.4
Cc1cc(C)c2c(=O)cc(C(=O)Nc3sc4c(c3C(=O)NCc3ccccc3)CCCC4)oc2c1	108.0	0.2
CN(C)CCC(O)(CCc1ccccc1)c1ccccc1 (stereo not given)	107.0	0.6
CCN(CC)c1ccc(NC(=O)c2oc3ccccc3c2COC)cc1	107.0	0.5
Cn1c(=O)c2c(-c3ccc(Cl)cc3)n(C3CCCCC3)cc2n(C)c1=O	101.0	0
O=c1ccc(=O)n(CCO)[nH]1	100.0	-0.3
CN(C/C=C/c1ccccc1)Cc1cccc2ccccc12	101.0	0.8
CCn1c(/C=C/Nc2ccccc2)[n+](CC)c2ccc(S(=O)(=O)C(F)(F)F)cc21	103.0	0.4
CCOC(=O)c1ccc(NC(=O)c2ccc(C(C)(C)C)cc2)cc1	104.0	0.1
COCc1nc2ccccc2n1C(C)C	99.0	-0.5
O=c1[nH]c2ccccc2nc1C(F)(F)C(F)(F)C(F)(F)C(F)F	98.0	-0.1
Nc1nnc(SCC(=O)OCC(=O)Nc2ncc(Cl)cc2Cl)s1	100.0	-0.2
COC(=O)c1ccc(CSc2nc(=O)n3cc(C)ccc3n2)o1	104.0	0.7
Fc1ccc(-n2nnc3c(SCc4ccc(C(F)(F)F)cc4)ncnc32)cc1	104.0	0.6
COC(=O)c1c(C)nn(C(=O)c2cccs2)c1-c1snnc1C	105.0	0.2
Cc1ccc(C(C(=O)NC2CCCC2)N2CCN(C(=O)c3ccco3)CC2)cc1 (stereo not given)	100.0	0
O=C(/C=c1\[nH]c(=O)/c(=C\c2ccsc2)s1)c1ccco1	143.0	5.6
N#Cc1ccc(NC(=O)COC(=O)c2cccc(S(=O)(=O)N3CCCC3)c2)cc1	100.0	-0.5
Cn1nc(C(=O)NCc2ccco2)c2c1-c1ccccc1SC2	101.0	-0.2
Cc1ccc(C(C(=O)NC2CCCCC2)N(C(=O)Cc2c[nH]c3ccccc23)C2CC2)o1 (stereo not given)	98.0	-1.1
CCn1c2ccccc2c2nnc(N3CCC(C(N)=O)CC3)nc21	104.0	0.9
COc1ccc(NC(=O)Cn2c(=O)n(CC3CCCO3)c(=O)c3ccccc32)c(OC)c1 (stereo not given)	105.0	-0.2
CCCCOC(=O)Nc1ccc(N2CCOCC2)cc1	103.0	0.3

As a working copy, some entries already given.
SMILES	Polio RdRp inh	Polio RdRp inh FP z-score
Cc1ccc(C(C(=O)NC2CCCC2)N2CCN(C(=O)c3ccco3)CC2)cc1 (stereo not given)	100.0	0
O=C(/C=c1\[nH]c(=O)/c(=C\c2ccsc2)s1)c1ccco1	143.0	5.6
N#Cc1ccc(NC(=O)COC(=O)c2cccc(S(=O)(=O)N3CCCC3)c2)cc1	100.0	-0.5
Cn1nc(C(=O)NCc2ccco2)c2c1-c1ccccc1SC2	101.0	-0.2

The list goes on:
SMILES	Polio RdRp inh	Polio RdRp inh FP z-score
Cc1ccccc1-c1nnc(SCC(=O)N(C)C2CCCCC2)o1	107.0	0
c1cc2c(cc1-c1cnc3n1CCC3)OCCO2	103.0	0.1
O=S1(=O)c2ccccc2N(Cc2ccc(Cl)cc2)c2ccccc21	106.0	0.1
CNC(=S)NCc1ccco1	109.0	0.8
CCn1cc(C(=O)N2CCN(c3ccc(F)cc3)CC2)c2cc(OC)c(OC)cc2c1=O	100.0	0
Cc1nn(-c2ccc(F)cc2)c(-n2cccc2)c1C(=O)N1CCCCC1C (stereo not given)	107.0	-0.1
CC(C)(c1ccc(OCC2CO2)cc1)c1ccc(OCC2CO2)cc1 (stereo not given)	101.0&100.0	0&0.1
Cc1ccc(C(=O)OCC(=O)N2CCc3ccccc32)c(C)c1	101.0	-0.2
CN1CCC(N(C)C(=O)c2cc3cc(Br)cc(Br)c3o2)CC1	99.0	-0.3
Cn1c(SCC(=O)c2ccccc2)nnc1C1COc2ccccc2O1 (stereo not given)	99.0	-0.9

Two entries drawn at random from the list so far:
SMILES	Polio RdRp inh	Polio RdRp inh FP z-score
CC(C)(c1ccc(OCC2CO2)cc1)c1ccc(OCC2CO2)cc1 (stereo not given)	101.0&100.0	0&0.1
Cc1ccccc1-c1nnc(SCC(=O)N(C)C2CCCCC2)o1	107.0	0

Other results.
SMILES	Polio RdRp inh	Polio RdRp inh FP z-score
CN(C)CCCNc1cn[nH]c(=O)c1Cl	98.0	-1.2
CC(NC(=O)c1ccc(F)cc1)C(c1ccccc1)N1CCN(C)CC1 (stereo not given)	102.0	-0.1
O=C(COc1cccc2ccccc12)N1CCc2ccccc2C1	104.0	0.3
Cc1c(C(=O)N2CCN(c3ccccc3)CC2)sc2nc3n(c(=O)c12)CCC3	99.0	-1.4
CCC(=O)C1=C(c2ccccc2)N(C(=O)CC)n2cnnc2S1	104.0	0.7
COc1ccc(-c2noc(CSc3nnc(-c4ccncc4)n3-c3cccc(C)c3)n2)cc1OC	109.0	0.6
Cc1c(N=C/C=C2\N(C)c3ccccc3C2(C)C)c(=O)n(-c2ccccc2)n1C	102.0	0.2
CCC1CCCCN1C(=O)c1ccc2c(c1)N(Cc1cccc(Cl)c1)C(=O)c1ccccc1S2(=O)=O (stereo not given)	110.0	0.8
CC(Oc1ccccc1)C(=O)N1c2ccccc2CC1C (stereo not given)	102.0	0
O=C1CCCC(O)=C1C=NCc1cccnc1	99.0	-1
N#CC1=C(SCc2ccccc2)NC(=O)C(C#N)C12CCCC2 (stereo not given)	106.0	0.3
CCN(C(=O)CSc1ncn[nH]1)c1cccc2ccccc12	103.0	0.6
Cc1ccc2ncc(S(=O)(=O)c3ccccc3)c(N3CCCCC3C)c2c1 (stereo not given)	104.0	-0.5
Cc1c(C(=O)Sc2ccccc2)sc2nc(C(F)(F)F)nn12	102.0	-0.5
CC1CC(C)CN(C(=O)/C=C/c2ccc(Cl)cc2)C1 (stereo not given)	102.0	0.6
O=S(=O)(Nc1ccc(F)c(C(F)(F)F)c1)c1ccc(N2CCCCS2(=O)=O)cc1	111.0	0.9
O=C(Nc1cccc(Oc2ccccc2)c1)C1CCC1	100.0	0.3
c1ccc2c(c1)OC1(CCCCC1)O2	104.0	0.2
CCOC(=O)c1ccc(NC(=O)Cn2ncc3c(C)n(Cc4ccccc4F)c(C)c3c2=O)cc1	109.0	0.5
COc1ccccc1CNc1nc2c(-c3cccc(C)c3)nnn2c2ccccc12	100.0	-0.3
Cc1onc(-c2c(Cl)cccc2Cl)c1C(=O)ON1C(=O)CCC1=O	92.0	-1.7
CC(C)Oc1cccc(C(=O)Nc2ccc(-c3nc4cc(Cl)cc(Cl)c4o3)cc2)c1	101.0	-0.6
O=C(NCCc1ccccc1)c1cnc2sc(N3CCCCC3)nn2c1=O	96.0	-2.2
Cc1ccc(CCNC(=O)Cn2nc(-c3ccc(C)cc3)ccc2=O)cc1	102.0	-2.1
c1cnc(N2CCN(c3ncc4c(n3)CCNC4)CC2)nc1	110.0	0.6
CSc1nc2n(n1)C(C)C1=C(CCCC1=O)N2 (stereo not given)	102.0	0
COc1cc(SC)ccc1C(=O)Oc1ccccc1C	103.0	0.1
CC1CN(C(=O)C(C)N2CCc3ccccc3C2)CC(C)O1 (stereo not given)	103.0	0.2
Cc1c(C(=O)N(Cc2ccc(Cl)cc2)CC2CCCO2)oc2ccc(F)cc12 (stereo not given)	110.0	0.6
Cc1ccc(S(=O)(=O)N2C(=O)CCC2C(=O)N2CCCC2)cc1 (stereo not given)	98.0	-1
CN(C)C(=S)NC(=O)c1ccccc1	99.0	-0.3
CCn1c(SC)nnc1C1CCCN1C(=O)N(c1ccccc1)c1ccccc1 (stereo not given)	105.0	1.1
C=CCn1c(SC(C)C)nc2sc3c(c2c1=O)CCCC3	102.0	0.1
Cc1ccc(OCC(=O)NCc2ccc(C(=O)O)cc2)cc1C	100.0	-0.9
CC1(C)CC(=O)C=C(NCC(O)c2ccccc2)C1 (stereo not given)	104.0	0.6
c1ccc(C(c2ccccc2)N2CCN(Cc3nnnn3Cc3ccc4c(c3)OCO4)CC2)cc1	100.0	-0.8
O=c1c2ccccc2nc2oc3ccccc3n12	102.0	0.1
C1=C(c2ccccc2)NN=C(/N=C/c2ccco2)S1	117.0	1.1
COC(=O)c1ccc(C=Nc2ccc3oc(-c4ccc(N(C)C)cc4)nc3c2)cc1	104.0	0.5
Cc1ccc(-n2nc(C(=O)NC(C)CCc3ccccc3)c3c4ccccc4n(C)c3c2=O)cc1 (stereo not given)	105.0	1.3
CCCCc1ccc(NC(=O)C=C(C)C)cc1	100.0	-0.4
OCCCc1nc2n(n1)C(c1cccc(Cl)c1)C=C(c1ccccc1)N2 (stereo not given)	103.0	-0.3
COc1cc(-c2nnc(SCC(=O)NC3CCCC(C)C3C)o2)cc(OC)c1OC (stereo not given)	103.0	0.1
C/C(=N\NC(=O)Cc1cc(=O)[nH][nH]1)c1cccs1	105.0	0.8
CC(=O)Nc1sc2c(c1-c1nc3ccccc3s1)CCCC2	100.0	-0.1
CCN(CC)C(CN)c1ccccc1 (stereo not given)	103.0	0.3
CCCNC(=O)NC1CCCc2ccccc21 (stereo not given)	102.0	0.1
O=C(NC1CCCCCC1)c1ccc2c(c1)sc1nc(-c3ccccc3)cn12	107.0	0.1
CC(=O)Nc1cccc(C(=O)OCC(=O)N2c3ccccc3CC2C)c1 (stereo not given)	103.0	0.7
OC(c1ccccc1)C1CN(Cc2ccccc2)CCC1(O)c1ccccc1 (stereo not given)	100.0	-1.1

(next part)
SMILES	Polio RdRp inh	Polio RdRp inh FP z-score
O=C1C2C3c4ccccc4C(c4ccccc43)C2C(=O)N1CN1CCOCC1 (stereo not given)	101.0	-0.1
Cn1c(Cl)cnc1CSc1nnc(-c2ccc3c(=O)n4c(nc3c2)CCCCC4)o1	102.0	-0.1
CCOC(=O)c1cnn(C(=O)c2ccc(-n3c(C)ccc3C)cc2)c1N	107.0	0.5
COCC(C)n1c(C)cc(/C=C(\C#N)C(=O)O)c1C (stereo not given)	96.0	-0.6
CNC(=S)N/N=C/c1ccc(-c2ccccc2C(=O)OC)o1	98.0	-0.4
Cc1cc(F)ccc1S(=O)(=O)Nc1ccccc1C(=O)OCC(=O)NCc1ccco1	102.0	-0.2
Cc1ccc(C(=O)OCC(=O)C(C)(C)C)cc1	102.0	0.2
